Compound activity: PubChem BioAssay, several laboratories
MBD2 inh: inhibitors of human MBD2 binding to methylated oligonucleotide; Q9UBB5; TR-FRET; inhibition, % at 4.4 µM; actives 0.31% (n = 370,000); AID 686964; in the data active = inhibition above about 13%
ABHD4 inh: inhibitors of mouse ABHD4. purified mABHD4, FP-Rh probe fluorescence polarization. inhibition, % at 8.92 µM. Q8VD66. AID 720543. actives 0.54% (n = 370,000);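 active = inhibition exceeding the mean over every tested compound plus 3 SD, cut at about 30% in these data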;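 also: 0% = plate median of compound wells and 100% = S159A mutant with DMSO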
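Test system: mABHD4 protein | Buffer or medium: HEPES pH 7.0 buffer, 150 mM NaCl, 0.01% Pluronic F-127 | Probe or stimulus: FP-Rh fluorescent activity-based probe, added after compound pre-incubation | Timing: Pre-incubation 45 min, probe exposure 60 min, at 25 °C | Technique: Fluorescence polarization, excitation 525 nm, emission 598 nm, BODIPY TMR filters | Repeats: Single well per compound (singlicate)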
UHRF1 MBD2 ctr: UHRF1 methyl-DNA binding inhibition | UHRF1 binding to methylated oligo, TR-FRET | inhibition, % at 4.4 µM | actives 0.75% (n = 370,000) | Q96T88; in the data active = inhibition above about 21%;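 also: UHRF1 SRA domain binding a hemimethylated CpG hairpin DNA probe; 0% = median of test compound wells and 100% = reference inhibitor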
PG9 binder: binds the HIV-1 gp120 antibody PG9. TR-FRET gp120-PG9 antibody binding. inhibition, % at 6.7 µM. actives 0.43% (n = 360,000); in the data active = inhibition above about 8.5%
PRMT1 inh: PRMT1 (human) inhibition, primary screen. recombinant PRMT1, activity-based probe fluorescence polarization. inhibition, % at 2.79 µM. actives 1.3% (n = 370,000);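 active = inhibition above about 21% made by adding two undisclosed values, limit read from the data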
Target sequence (Q99873 whole entry, looked up): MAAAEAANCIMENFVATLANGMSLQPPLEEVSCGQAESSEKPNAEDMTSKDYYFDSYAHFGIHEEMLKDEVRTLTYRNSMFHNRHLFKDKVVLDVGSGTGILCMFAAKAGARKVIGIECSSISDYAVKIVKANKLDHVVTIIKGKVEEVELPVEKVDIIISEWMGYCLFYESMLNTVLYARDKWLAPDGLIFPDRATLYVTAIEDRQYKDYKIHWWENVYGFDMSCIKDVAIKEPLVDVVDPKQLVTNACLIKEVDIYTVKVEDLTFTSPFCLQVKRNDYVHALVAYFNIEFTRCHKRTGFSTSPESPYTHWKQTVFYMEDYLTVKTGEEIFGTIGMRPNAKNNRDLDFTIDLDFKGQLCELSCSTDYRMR
TCR CD3 inh: inhibitors of human TCR-CD3 interaction; TAMRA-labeled TCR probe fluorescence, biochemical; inhibition, % at 9.4 µM; actives 0.37% (n = 360,000); AID 651800; in the data active = inhibition above about 19%;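 also: recombinant mutant TCR 2C K166C tagged with TAMRA read by polarization; 0% = receptor in buffer alone and 100% = receptor with positive control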
Rev-erbA mod: modulates human Rev-erb alpha binding to DNA. Rev-erbα–FITC-DNA binding, fluorescence polarization, 90 min. activity, % at 10 µM. actives 0.79% (n = 370,000). AID 1259318;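 active = activity above about 14%, limit read from the data; passing the limit was not always enough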;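 also: 0% = DMSO wells with 35 nM protein and 100% = DMSO wells with 750 nM protein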
rCAG RNA binder: r(CAG) repeat RNA binding; inhibition, % at 3 µM; TO-PRO-1 dye displacement fluorescence; actives 1.3% (n = 370,000); AID 651821;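 active = inhibition above the plate cutoff, the mean of all test compounds on that plate plus 3 SD, cut at about 35% in these data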;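 also: 0% = DMSO alone and 100% = 100 µM mitoxantrone as full dye displacement; higher means more dye released from RNA so lower well fluorescence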
LEDGF integ inh: blocks HIV-1 LEDGF/p75-dependent DNA integration. TR-FRET IN-LEDGF/p75 DNA integration, Eu/Cy5. inhibition, % at 3.7 µM. actives 0.64% (n = 370,000). AID 743269;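 active = inhibition above the screen-wide mean plus 3 SD, cut at about 13% in these data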;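 also: signal is the Cy5 over europium emission ratio at 671 and 618 nm; 0% = plate median of compound wells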
HTRA1 inh: blocks human HTRA1 serine peptidase. actives 0.5% (n = 340,000). inhibition, % at 5.96 µM. recombinant HTRA1, FP-rhodamine activity-based probe, fluorescence polarization; in the data active = inhibition above about 36%;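 also: 0% = enzyme with DMSO and 100% = wells lacking enzyme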
Target sequence (Q92743 whole entry, looked up): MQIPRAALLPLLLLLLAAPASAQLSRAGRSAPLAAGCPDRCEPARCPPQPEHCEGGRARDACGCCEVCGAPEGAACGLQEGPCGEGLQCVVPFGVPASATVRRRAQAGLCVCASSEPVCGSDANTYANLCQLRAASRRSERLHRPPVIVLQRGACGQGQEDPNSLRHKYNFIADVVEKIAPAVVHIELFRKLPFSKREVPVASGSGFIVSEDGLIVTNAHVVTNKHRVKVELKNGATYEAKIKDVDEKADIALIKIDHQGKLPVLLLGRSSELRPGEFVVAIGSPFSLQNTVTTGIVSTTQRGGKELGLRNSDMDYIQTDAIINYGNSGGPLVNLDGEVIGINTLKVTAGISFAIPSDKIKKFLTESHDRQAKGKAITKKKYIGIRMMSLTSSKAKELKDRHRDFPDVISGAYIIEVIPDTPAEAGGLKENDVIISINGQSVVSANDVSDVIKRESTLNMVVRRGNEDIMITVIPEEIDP
The depositor's hits bear a star; . = no result given. A portion of the library; the hit share may differ from the screen's.

SMILES | MBD2 inh | ABHD4 inh | UHRF1 MBD2 ctr | PG9 binder | PRMT1 inh | TCR CD3 inh | Rev-erbA mod | rCAG RNA binder | LEDGF integ inh | HTRA1 inh
c1ccc(-c2nnc3sc(Cc4cccs4)nn23)cc1 | 1 | 4 | -2 | 0.2 | 1 | 0 | 7 | 4 | -1 | -3
CCc1c(C)[nH]n(-c2nc(-c3ccccc3)cs2)c1=O | -2 | -4 | 1 | -0.5 | 5 | 5 | -3 | 10 | -4 | -9
c1ccc2c(Nc3ccc(N4CCOCC4)cc3)nc(N3CCOCC3)nc2c1 | 2 | 4 | -1 | -9.2 | -2 | -1 | 2 | -8 | 2 | -1
CCCCNC(=O)CCNS(=O)(=O)c1ccc(C)cc1 | -3 | -2 | 1 | 1.2 | 2 | -8 | 1 | -3 | 3 | 5
CCOC(=O)c1c(N)sc(C(=O)N2CCCCCC2)c1C | -6 | 1 | -4 | -1.9 | 2 | 0 | -5 | -9 | -1 | -8
O=C1C=C(c2ccc(Cl)c(C(F)(F)F)c2)C[C@@H](c2ccc(Cl)cc2)C1 | 1 | -21 | 2 | -3.3 | 3 | -6 | -2 | 4 | 3 | -57
Cn1c(=O)c2c(nc(N3CCCCC3)n2C)n(C)c1=O | -2 | 2 | -1 | 1.1 | 0 | -3 | 3 | -1 | 0 | -2
Cc1nn(-c2ccccc2)c(C)c1/C=N/NC(=O)c1cc(-c2ccc(Cl)s2)[nH]n1 | -9 | -14 | 1 | -1.9 | -3 | 8 | 5 | 6 | 5 | -39
Cc1ccnc(N2C(=O)c3ccccc3C2Nc2cccc(C)c2C)c1 (stereo unspecified) | 1 | 10 | -2 | 1.4 | -3 | 6 | 0 | 5 | 0 | 0
O=C(O)Cn1cc(/C=C2/SC(=O)N(CC(=O)N3CCCCCC3)C2=O)c2ccccc21 | 0 | -1 | -1 | -6.4 | 3 | 4 | 4 | 40* | 7 | .
CN=C(Nc1ccccc1)SC1CC(=O)N(c2cccc(OC)c2)C1=O (stereo unspecified) | 4 | -6 | -3 | -2.1 | -1 | -3 | 1 | -4 | 2 | -9
c1ccc(-n2nnnc2-c2cnc(-c3cccnc3)nc2-c2cccs2)cc1 | 2 | -29 | 2 | 0.0 | 4 | -4 | 2 | -2 | 1 | -14
Cc1ccc(-c2nc(CN3CCCCC3)cc(CN3CCCCC3)c2O)cc1 | -3 | 1 | 4 | -0.3 | 8 | 5 | -9 | 2 | 1 | .
Brc1ccc(/C=N/Nc2ccc3ccccc3n2)cc1 | 0 | 4 | 0 | 0.6 | -1 | -2 | 3 | 8 | -1 | -2
COc1ccccc1Nc1nc(C2(C)CCC(=O)O2)cs1 (stereo unspecified) | -5 | 0 | -1 | -1.5 | -3 | 0 | 4 | -3 | 0 | -7
COc1ccccc1C1C(C(=O)c2cc3ccccc3o2)=C(O)C(=O)N1c1cc(C)on1 (stereo unspecified) | 3 | 19 | -4 | 10* | 6 | -15 | -4 | 34 | 0 | -40
O=[N+]([O-])c1ccc(/C=N/Nc2nc(-c3ccccc3)c3cc(Br)ccc3n2)o1 | 3 | 2 | -4 | 0.8 | -3 | 0 | -3 | -1 | 3 | 0
Cc1cc(C)cc(N2CC(c3nc4ccccc4n3C)CC2=O)c1 (stereo unspecified) | 1 | -7 | 1 | 0.1 | -2 | -3 | -2 | 1 | 1 | -5
COc1ccc(NC(=O)CN(C)C(=O)c2cc3c(s2)CCCCC3)cc1 | 4 | 4 | 1 | -0.3 | 5 | -1 | -9 | -6 | -8 | -5
Cc1cc(C)c(NC(=O)C2CSCCS2)c(C)c1 (stereo unspecified) | -4 | 4 | 0 | 0.6 | 1 | -2 | 2 | -3 | -4 | -3
CCCC(=O)Nc1cc(OCC)c(NC(=O)NC2CCCCC2)cc1OCC | -2 | 1 | 1 | -1.6 | -2 | 0 | 1 | -4 | 5 | 5
Cc1ccc(C=C2C(=O)c3ccccc3C2=O)s1 | 0 | -64 | -8 | -3.0 | 8 | -41 | 7 | 14 | 1 | -43
CCN(CC)c1nc2c(c(=O)[nH]c(=O)n2C)n1CCCc1ccccc1 | 1 | 6 | -1 | -0.3 | 0 | 2 | -3 | -9 | -1 | -1
NC(CO)(CO)COCc1ccccc1 | -2 | -6 | 0 | -1.3 | -2 | -3 | 2 | -3 | 1 | 5
O/N=C(\c1ccccc1)C(O)c1ccccc1 (stereo unspecified) | 1 | 1 | 0 | -0.2 | 2 | 0 | 1 | 1 | -6 | 3
CN1CCN(c2nc3c(c(=O)[nH]c(=O)n3C)n2Cc2ccccc2)CC1 | 6 | 1 | 17 | -0.2 | 4 | -9 | 1 | -4 | 1 | -21
O=C(NCCc1ccccc1F)c1cccc2cccnc12 | -1 | -2 | 1 | 0.6 | 3 | -12 | 3 | 3 | -2 | -4
CN(C)c1ccc(NC(=O)C2CCCN(S(=O)(=O)c3ccccc3)C2)cc1 (stereo unspecified) | 2 | 2 | -1 | -6.4 | -1 | 3 | 0 | -3 | 1 | -4
C[C@H](CO)N1C[C@H](C)[C@@H](CN(C)S(=O)(=O)c2cccs2)OCc2cnnn2CCCC1=O | 9 | -12 | 2 | -0.7 | 6 | 0 | -1 | 1 | -4 | 4
N#CCCSCc1ccc2oc(C(=O)O)cc2c1 | -1 | 2 | 2 | 0.9 | 4 | 1 | 2 | 0 | -2 | -5
COCCNC(=O)CSc1nc2ccc(N3CCOCC3)cc2c(=O)n1Cc1ccc(OC)cc1 | -3 | 9 | -5 | 0.2 | 5 | 0 | 7 | 1 | -1 | 5
Clc1cc(Cl)cc(CNC2CCC23CCC(c2ccccc2)CC3)c1 (stereo unspecified) | -5 | 0 | -2 | . | -2 | . | 0 | . | 1 | .
Cc1cccc(NC(=O)C(C)OC(=O)CNC(=O)C2CCCCC2)c1 (stereo unspecified) | 3 | -4 | 0 | -1.2 | -1 | -3 | -4 | 0 | -2 | 0
COc1ccc(/C=N/NC(=O)CNC(=O)c2ccc3c(c2)OCCO3)cc1OC | 1 | -3 | -3 | -2.2 | 1 | 6 | 2 | -1 | 2 | 5
Cc1noc(C)c1C(=O)N1CCN(c2ncccn2)CC1 | -3 | -2 | 0 | 0.0 | -5 | 3 | 3 | 0 | 1 | 4
O=C(CCN1C(=O)[C@@H]2Cc3ccccc3CN2C1=O)N[C@H](Cc1ccccc1)C(=O)O | -7 | 1 | -3 | -0.3 | -6 | 5 | 1 | 2 | 1 | 8
FC(F)(F)c1ccc2c3n(nc2c1)CCN=C3c1ccc(Cl)cc1 | 0 | 1 | -2 | -1.1 | 5 | -7 | -1 | 6 | 0 | -9
CN(CC(=O)Nc1ccc(F)cc1)C(=O)COC(=O)c1cccc(N(C)C)c1 | -1 | -5 | -1 | 0.0 | 2 | -10 | 6 | 4 | -3 | -6
Cc1ccc(NC(=O)CN(C)C(=O)COC(=O)CNS(=O)(=O)c2ccc(F)c(F)c2F)cc1 | -5 | 3 | -2 | -0.2 | 2 | -3 | -9 | 0 | -1 | 1
Cc1ccccc1-c1ncc(CN2CCN(C3CCCC3)C(CCO)C2)cn1 (stereo unspecified) | -2 | 4 | 1 | 2.0 | -2 | 2 | -4 | -5 | -2 | 2
O=C1c2ccccc2C(=O)N1Cc1nc(-c2ccccc2)no1 | 0 | 2 | -4 | 0.5 | 0 | -3 | -1 | 2 | 5 | -3
c1ccc(NNC2=NCCS2)cc1 | -6 | 0 | 1 | -7.0 | 29* | -1 | -3 | -3 | 3 | 0
CC(CN1CCOCC1)(NS(=O)(=O)c1ccccc1)c1ccccc1 (stereo unspecified) | -3 | -2 | 3 | -1.7 | 0 | 6 | 5 | -5 | -3 | -4
CC(Oc1ccc(Cl)cc1Cl)C(=O)OCn1nnc2ccccc2c1=O (stereo unspecified) | 2 | -2 | 0 | 0.9 | -1 | -2 | 7 | -3 | -1 | -8
COc1cc(/C=N/N(CCO)C2=NS(=O)(=O)c3ccccc32)cc(OC)c1OC | -7 | 3 | -3 | 0.2 | -5 | 1 | 3 | -1 | 4 | -8
O=C(NCCN1CCOCC1)c1cc2ccccc2[nH]1 | 4 | -3 | 2 | -0.4 | 0 | 1 | -3 | 2 | -2 | -2
CN(Cc1cn(-c2ccccc2)nc1-c1ccc2c(c1)OCO2)Cc1nccn1C | -5 | 6 | 1 | -0.3 | -1 | -1 | 3 | -4 | 6 | -26
O=C(CSc1ncccn1)N(Cc1cccnc1)C(CCc1ccccc1)c1nc2ccccc2[nH]1 (stereo unspecified) | -2 | 1 | -2 | -0.9 | -9 | -4 | -2 | 5 | 8 | .
C/C(=N\Nc1ccc([N+](=O)[O-])cc1)c1ccc(-n2nncc2C(C)(C)C)cc1 | -2 | 5 | 6 | -1.0 | -2 | 2 | 0 | -2 | -2 | 1
COc1ccc(NC(=O)CSc2nnc(C)n2N)cc1S(=O)(=O)N1CCCCC1 | -2 | -2 | 0 | 3.1 | -1 | 2 | -3 | 6 | -1 | 7

As a short view, ten of the compounds above.
SMILES | MBD2 inh | ABHD4 inh | UHRF1 MBD2 ctr | PG9 binder | PRMT1 inh | TCR CD3 inh | Rev-erbA mod | rCAG RNA binder | LEDGF integ inh | HTRA1 inh
CN(CC(=O)Nc1ccc(F)cc1)C(=O)COC(=O)c1cccc(N(C)C)c1 | -1 | -5 | -1 | 0.0 | 2 | -10 | 6 | 4 | -3 | -6
Cc1ccc(NC(=O)CN(C)C(=O)COC(=O)CNS(=O)(=O)c2ccc(F)c(F)c2F)cc1 | -5 | 3 | -2 | -0.2 | 2 | -3 | -9 | 0 | -1 | 1
Cc1ccccc1-c1ncc(CN2CCN(C3CCCC3)C(CCO)C2)cn1 (stereo unspecified) | -2 | 4 | 1 | 2.0 | -2 | 2 | -4 | -5 | -2 | 2
O=C1c2ccccc2C(=O)N1Cc1nc(-c2ccccc2)no1 | 0 | 2 | -4 | 0.5 | 0 | -3 | -1 | 2 | 5 | -3
c1ccc(NNC2=NCCS2)cc1 | -6 | 0 | 1 | -7.0 | 29* | -1 | -3 | -3 | 3 | 0
CC(CN1CCOCC1)(NS(=O)(=O)c1ccccc1)c1ccccc1 (stereo unspecified) | -3 | -2 | 3 | -1.7 | 0 | 6 | 5 | -5 | -3 | -4
CC(Oc1ccc(Cl)cc1Cl)C(=O)OCn1nnc2ccccc2c1=O (stereo unspecified) | 2 | -2 | 0 | 0.9 | -1 | -2 | 7 | -3 | -1 | -8
COc1cc(/C=N/N(CCO)C2=NS(=O)(=O)c3ccccc32)cc(OC)c1OC | -7 | 3 | -3 | 0.2 | -5 | 1 | 3 | -1 | 4 | -8
O=C(NCCN1CCOCC1)c1cc2ccccc2[nH]1 | 4 | -3 | 2 | -0.4 | 0 | 1 | -3 | 2 | -2 | -2
CN(Cc1cn(-c2ccccc2)nc1-c1ccc2c(c1)OCO2)Cc1nccn1C | -5 | 6 | 1 | -0.3 | -1 | -1 | 3 | -4 | 6 | -26
